Compound activity: PubChem BioAssay, The Scripps Research Institute Molecular Screening Center
PAFAH2 inh: inhibitors of human PAFAH2 | Q99487 | recombinant PAFAH2, FP-rhodamine activity probe, fluorescence polarization | inhibition, % at 3.39 µM | 340,000 compounds, 0.99% hits;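 active means inhibition above the mean over all tested compounds plus 3 SD, cut at about 30% in these data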;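 further: inhibitors block probe labeling of enzyme so polarization drops; 0% = enzyme with DMSO and 100% = wells lacking PAFAH2 protein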
PME-1 inh: blocks human protein phosphatase methylesterase 1 | 320,000 compounds, 0.53% hits | inhibition, % at 5.9 µM | AID 2130 | recombinant PME-1, FP-Rh probe fluorescence polarization;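 active means inhibition above the campaign mean of all compounds plus 3 SD, cut at about 26% in these data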;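 further: competitive labeling of PME-1 active site by serine hydrolase directed probe; 0% = PME-1 with DMSO and 100% = wells lacking PME-1 enzyme; inhibitors block probe labeling so polarization falls and inhibition rises; many of its hits are not listed in these tables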
pPAFAH inh: pPAFAH (human) enzyme inhibition; Q13093; recombinant pPAFAH, FP-rhodamine probe fluorescence polarization; inhibition, % at 3.39 µM; 330,000 compounds, 1.5% hits; AID 463082;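 active means inhibition above the mean inhibition across the screen plus 3 SD, cut at about 25% in these data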;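 further: inhibitors block binding of the rhodamine activity-based probe so polarization drops; 0% = enzyme with DMSO and 100% = wells lacking pPAFAH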
LYPLA2 inh: LYPLA2 (human) inhibition in PME1 counter-screen. O95372. 320,000 compounds, 0.38% hits. recombinant LYPLA2, FP-Rh probe fluorescence polarization. AID 2177. inhibition, % at 5.9 µM;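 active means inhibition above the screen-wide mean plus 3 SD, limit set per campaign, cut at about 26% in these data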;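 further: 0% = LYPLA2 with DMSO and 100% = wells lacking LYPLA2 enzyme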
Target sequence (O95372 whole entry, looked up): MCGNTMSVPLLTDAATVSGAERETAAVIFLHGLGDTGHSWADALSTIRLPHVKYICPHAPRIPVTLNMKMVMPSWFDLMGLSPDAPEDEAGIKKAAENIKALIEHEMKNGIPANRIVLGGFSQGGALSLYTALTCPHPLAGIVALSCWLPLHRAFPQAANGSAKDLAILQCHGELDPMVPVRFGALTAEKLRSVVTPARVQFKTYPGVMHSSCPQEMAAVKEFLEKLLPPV
LYPLA1 counter: LYPLA1 (human) inhibition in PME1 counter-screen; recombinant LYPLA1, FP-Rh probe fluorescence polarization; inhibition, % at 5.9 µM; 320,000 compounds, 0.16% hits; AID 2174;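 active means inhibition above the mean of all tested compounds plus 3 SD, set per campaign, cut at about 14% in these data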;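 further: inhibitors block serine hydrolase probe labeling of LYPLA1 so polarization falls; 0% = enzyme with DMSO and 100% = wells lacking LYPLA1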
Target sequence (O75608 whole entry, looked up): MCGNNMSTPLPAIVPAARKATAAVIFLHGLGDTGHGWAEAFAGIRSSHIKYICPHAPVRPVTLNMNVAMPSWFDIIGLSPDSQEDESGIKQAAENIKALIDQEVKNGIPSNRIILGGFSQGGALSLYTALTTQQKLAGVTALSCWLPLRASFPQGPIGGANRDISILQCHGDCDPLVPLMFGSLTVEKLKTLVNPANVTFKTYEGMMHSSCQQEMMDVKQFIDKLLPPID
PAFAH1B2 FP inh: PAFAH1B2 (human) inhibition; P68402; recombinant PAFAH1B2, FP-rhodamine activity probe, fluorescence polarization; inhibition, % at 3.39 µM; 340,000 compounds, 1.2% hits;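 active means inhibition above the mean of all tested compounds plus 3 SD, cut at about 24% in these data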;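 further: 0% = enzyme with DMSO and 100% = wells lacking PAFAH1B2; many of its hits are not listed in these tables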
Target sequence (P68402 whole entry, looked up): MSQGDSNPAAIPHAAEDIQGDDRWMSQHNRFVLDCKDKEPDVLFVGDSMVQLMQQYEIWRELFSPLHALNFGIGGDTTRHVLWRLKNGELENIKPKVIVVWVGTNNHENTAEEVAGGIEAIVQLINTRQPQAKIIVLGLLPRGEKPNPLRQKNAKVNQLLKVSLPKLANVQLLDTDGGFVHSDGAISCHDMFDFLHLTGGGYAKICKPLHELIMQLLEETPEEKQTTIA
PAD4 inh: inhibitors of human PAD4; Q9UM07; recombinant PAD4, RCA probe fluorescence polarization; inhibition, % at 6.36 µM; 330,000 compounds, 0.41% hits;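 active means percent inhibition above a cutoff equal to the mean of all tested compounds plus 3 SD, cut at about 15% in these data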;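 further: 0% = PAD4 with RCA probe and DMSO and 100% = probe without PAD4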
GSTO1 inh: counter-screen for RBBP9 inhibitors: inhibitors of human GSTO1; AID 1974; recombinant GSTO1, activity-based probe fluorescence polarization; inhibition, % at 5.96 µM; 300,000 compounds, 1.1% hits;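 active means inhibition above the campaign mean inhibition plus 3 SD, cut at about 35% in these data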;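 further: 0% = GSTO1-1 with DMSO and 100% = wells lacking GSTO1-1 enzyme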
PAFAH1B3 inh: inhibitors of human PAFAH1B3 | recombinant PAFAH1B3, FP-rhodamine probe, fluorescence polarization | Q15102 | 340,000 compounds, 0.28% hits | inhibition, % at 3.39 µM;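 active means inhibition above the screen-wide average of all tested compounds plus 3 SD, cut at about 25% in these data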;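 further: 0% = enzyme with DMSO only and 100% = wells lacking PAFAH1B3 protein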
Target sequence (Q15102 whole entry, looked up): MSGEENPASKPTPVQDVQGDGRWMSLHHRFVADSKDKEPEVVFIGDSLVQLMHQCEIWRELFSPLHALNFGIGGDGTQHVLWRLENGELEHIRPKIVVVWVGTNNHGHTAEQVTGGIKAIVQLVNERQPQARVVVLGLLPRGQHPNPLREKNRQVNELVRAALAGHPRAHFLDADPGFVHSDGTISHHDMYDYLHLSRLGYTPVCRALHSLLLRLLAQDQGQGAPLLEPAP
Numbers without * were called inactive; . = not tested or not shown. Not all compounds are listed, so the mix of outcomes need not match the whole.

# | Structure | PAFAH2 inh | PME-1 inh | pPAFAH inh | LYPLA2 inh | LYPLA1 counter | PAFAH1B2 FP inh | PAD4 inh | GSTO1 inh | PAFAH1B3 inh
1 | O=C(C1=C(O)C(=O)N(c2ncccn2)C1c1ccc(Cl)c(Cl)c1)c1ccco1 (stereo not given) | 18 | 0 | 22 | -3 | -2 | -3 | -6 | -7 | -8
2 | CO/N=C(/CS(=O)(=O)Cc1ccccc1Cl)c1ccc(Cl)cc1Cl | 1 | -2 | -2 | 0 | 3 | 8 | 3 | 2 | 7
3 | COc1cccc(NC(=O)C2CCCN2C(=O)Nc2ccccc2)c1 (stereo not given) | -3 | -7 | 6 | 0 | 2 | 3 | 4 | 3 | 4
4 | CS(=O)(=O)Nc1ccccc1C(=O)OCC(=O)NCc1cccs1 | 28 | . | 1 | . | . | 5 | 2 | . | 7
5 | COc1ccccc1N1CCN(c2nc3ccccc3nc2C(C#N)C(=O)OC(C)C)CC1 (stereo not given) | -3 | 5 | 9 | -1 | -3 | 0 | 2 | -9 | 0
6 | C=CCc1cccc(CNc2cnc3ccccc3c2)c1O | 2 | 10 | 20 | -2 | -3 | 1 | -3 | 25 | -1
7 | O=C(NCCCCCCNC(=O)c1ccc(Br)s1)c1ccc(Br)s1 | 7 | -16 | 3 | -3 | -3 | 5 | -2 | -1 | -1
8 | O=C(Nc1cccc(C(F)(F)F)c1)C1=CC=CN2CCS(=O)(=O)N=C12 | -1 | 3 | -1 | 5 | -3 | 3 | -3 | . | 12
9 | CCOC(=O)CC(=O)CSc1ncc(C(=O)OCC)c(N)n1 | -3 | 2 | 3 | 2 | 0 | 2 | 0 | -21 | 3
10 | O=C1C=C(c2ccc3ccccc3c2)C[C@@H](c2ccc(Cl)cc2)C1 | -4 | 4 | -2 | -2 | -2 | 5 | -2 | . | -2
11 | CCN1CCN(c2ccc(NC(=O)c3cccc(F)c3)cc2Cl)CC1 | -3 | 0 | 6 | 10 | 0 | -1 | 0 | 1 | 3
12 | Cc1ccc(C(=O)Nn2c(O)c(C=C3N=c4ccccc4=N3)sc2=S)cc1 | -2 | 2 | -4 | -20 | -14 | 1 | -6 | 0 | 7
13 | Cc1ccccc1C(=O)NC1CCN(C(=O)N(c2ccccc2)c2ccccc2)CC1 | 2 | -2 | 5 | 10 | 2 | 9 | 1 | 6 | -3
14 | COc1ccc(-c2c(C)n([O-])c(C)c(C)[n+]2=O)cc1 | 1 | 2 | 1 | 3 | 0 | -9 | -2 | -2 | -3
15 | CC(C)(C)CN1C(N)=NC[C@@H]1c1ccccc1 | -2 | 0 | 7 | -3 | 1 | 5 | 0 | -3 | 14
16 | OC1(CN2CCOCC2)C2CN3CCN(C2)CC1(c1ccccc1)C3 (stereo not given) | -10 | -4 | -7 | -3 | 3 | 6 | -3 | 6 | 6
17 | Cc1cc(NCCOCCO)n2ncc(-c3ccc(Cl)cc3)c2n1 | 7 | 7 | 20 | 2 | 0 | 3 | -1 | 3 | 13
18 | Cc1nnc(SCC(=O)NCC2CCCO2)n1Cc1ccccc1 (stereo not given) | 0 | . | 4 | . | . | 5 | -1 | . | -2
19 | COc1ccc(S(=O)(=O)n2nc(OC(=O)c3ccccc3)cc2N)cc1 | 5 | 0 | 6 | -2 | -1 | 3 | -3 | -4 | 6
20 | Cc1ccc2nc3c(c(C(=O)OCC(=O)NC4CCS(=O)(=O)C4)c2c1)CCCC3 (stereo not given) | -6 | 0 | 3 | -2 | 5 | -4 | -4 | -2 | -3
21 | CCn1c(C)c(C(C)=O)c(N2CCCCC2)nc1=S | -6 | -3 | 4 | -1 | 3 | 6 | -2 | 8 | 3
22 | C[C@H](OC(=O)N1CCN(C(c2ccccc2)c2ccccc2)CC1)[C@@H]1O[C@@]2(C)CCC[C@H]1O2 | 0 | 3 | 11 | -6 | 0 | -1 | 7 | 0 | 0
23 | CCOC(=O)C1CCN(C(=O)COC(=O)c2cccc(F)c2)CC1 | -1 | -7 | 8 | 8 | 0 | 3 | 3 | 0 | 1
24 | COc1ccccc1N1CC(C)(C)C(=O)N(C(=O)c2c(F)cccc2Cl)C1=S | 11 | -2 | 7 | -4 | 4 | 5 | -1 | 0 | 5
25 | COc1ccc2c3n(nc2c1)CCN=C3c1ccc(C)cc1 | 5 | 3 | 6 | 2 | -3 | 8 | 2 | 1 | 9
26 | COc1ccc(N2C(=O)CC(N3CCN(c4ccccc4F)CC3)C2=O)cc1 (stereo not given) | 11 | -7 | -3 | -1 | 0 | 0 | -2 | 1 | 4
27 | O=C1C(=O)N(C2CCCC2)C(=O)N1Cc1c(F)cccc1Cl | 6 | 6 | -2 | -5 | -2 | 8 | 0 | -4 | -1
28 | CCOC(=O)c1ccc(NC(=O)C(=O)NCc2ccncc2)cc1 | 1 | -5 | 1 | 8 | 1 | 0 | 4 | 3 | 2
29 | Cc1ccc2c(c1)C(=O)C(=O)N2Cc1ccc(C(F)(F)F)cc1 | -1 | . | 3 | . | . | 5 | 3 | . | 1
30 | O=C(c1ccc2c(c1)N(Cc1ccccc1F)C(=O)c1ccccc1S2)N1CCOCC1 | . | 12 | 5 | 5 | -1 | . | 3 | 11 | .
31 | CC(NC(=O)C1CCC1)c1ccccc1 (stereo not given) | -12 | -2 | -1 | -3 | 1 | 2 | -3 | -4 | -8
32 | O=C(Nc1ccccc1C(=O)N/N=C/c1ccco1)c1ccc(Cl)cc1 | -1 | -12 | 1 | -12 | -11 | -2 | 4 | -15 | 1
33 | O=C1c2ccccc2C(=O)N1CCCOc1ccccc1 | 0 | -3 | 8 | 13 | -3 | 1 | 0 | -4 | 8
34 | COc1ccc2nc(N=Nc3ccc(O)c4ccccc34)sc2c1 | 9 | 13 | 8 | 6 | 2 | -2 | -3 | 6 | 0
35 | Cc1nn2c(-c3ccco3)nnc2c2ccccc12 | 9 | 4 | 2 | 4 | 0 | 5 | -5 | 1 | 14
36 | Cc1nc(SCC(=O)Nc2ccccc2)c2oc3ccccc3c2n1 | -5 | -5 | 5 | -8 | 3 | -2 | -3 | -14 | 9
37 | COc1ccc(O)c(/C=N/Nc2nc3ccccc3[nH]2)c1 | -6 | -49 | 6 | -2 | 0 | 9 | -6 | 13 | 2
38 | COC(=O)c1ccccc1OCCCOc1ccc(C=O)cc1OC | 7 | 4 | 6 | -4 | -2 | 3 | -2 | -5 | -2
39 | CC(C)N(Cc1ccccc1)S(=O)(=O)c1ccc2c(c1)NC(=O)CO2 | 4 | -3 | 2 | -1 | -4 | 18 | 0 | 6 | 0
40 | O=C(O)CCc1nc2ccccc2c(=O)[nH]1 | -2 | 4 | 5 | -2 | 3 | -1 | -5 | -13 | 4
41 | C/C=C/C(=O)Nc1ccc(N2CCN(c3ccc(C(F)(F)F)cn3)CC2)nc1 | -2 | -7 | 4 | 16 | -4 | 6 | -1 | -2 | 14
42 | O=C(CCN1C(=O)/C(=C/c2ccc(F)cc2)SC1=S)NC1CCS(=O)(=O)C1 (stereo not given) | -2 | 5 | 4 | 5 | -1 | 6 | -4 | 12 | 12
43 | COc1nc(OC)nc(N2CCC(NC(=O)C(Cc3cccc(OC)c3OC)NC(C)=O)CC2)n1 (stereo not given) | -10 | 2 | 8 | 2 | -2 | 2 | -2 | -6 | 4
44 | C=CCn1c(=S)[nH]c2cc(-c3ccccc3)sc2c1=O | 7 | 2 | 1 | 2 | -1 | 1 | -2 | -6 | 7
45 | O=C(CCc1c[nH]c2ccccc12)N1CCN(S(=O)(=O)c2ccccc2)CC1 | 1 | 1 | 5 | 1 | 0 | 3 | -2 | 6 | 11
46 | O=C(CNC(=O)C1COc2ccccc2O1)N/N=C\c1ccc(Cl)cc1 (stereo not given) | 1 | 1 | 0 | 2 | 1 | 7 | 1 | -3 | -1
47 | Cc1cc(C)n(CCC(=O)N/N=C/c2c(O)ccc3ccccc23)n1 | -3 | 7 | 6 | -1 | -2 | 4 | 0 | 22 | 13
48 | CCN(CC)S(=O)(=O)c1ccc(N=Nc2cc(C)cc(Br)c2O)cc1 | -3 | -1 | 13 | 4 | 0 | 3 | 1 | 4 | 9
49 | COc1ccc([N+](=O)[O-])cc1N(CC(O)Cn1nnc2ccccc21)S(=O)(=O)c1ccc(C)cc1 (stereo not given) | -1 | 10 | 1 | 0 | -1 | 1 | 0 | -3 | 3
50 | COc1ccc(/C=N/Nc2nnc(C)n2N)cc1OC(C)=O | -6 | 2 | 11 | 2 | 2 | 4 | 45* | 30 | -7

(list continues)
# | Structure | PAFAH2 inh | PME-1 inh | pPAFAH inh | LYPLA2 inh | LYPLA1 counter | PAFAH1B2 FP inh | PAD4 inh | GSTO1 inh | PAFAH1B3 inh
51 | O=C(CCN1CCN(c2ccccc2)CC1)NNC(=O)Cc1ccccc1Cl | 2 | 4 | -1 | -1 | 1 | -1 | 0 | . | 10
52 | CCCN(CCC)S(=O)(=O)c1ccc(C(=O)Nc2nnc(-c3cc(OC)cc(OC)c3)o2)cc1 | -1 | -5 | -2 | 7 | 0 | 1 | 2 | -2 | -3
53 | COc1ccc(C)cc1N1CC(C(=O)Nc2ccccc2N2CCCCC2)CC1=O (stereo not given) | -7 | 24 | -1 | 4 | 4 | 5 | 0 | . | 2
54 | COC(=O)c1sc(=S)n(-c2ccc(Cl)cc2)c1C | 3 | -1 | 3 | 2 | 1 | 4 | 0 | -4 | 7
55 | CC(C)CNC(=O)C(=O)NCC1OCCN1S(=O)(=O)c1cccs1 (stereo not given) | -2 | 2 | -1 | 11 | 2 | 5 | -5 | 1 | -1
56 | O=C(COC(=O)c1ccccc1-n1cnnn1)c1ccc(F)c(F)c1 | 3 | 2 | -5 | 0 | -2 | 2 | -10 | 9 | 6
57 | C=CCN(CC(=O)Nc1cccnc1)S(=O)(=O)c1ccc(Cl)cc1 | 5 | . | 3 | . | . | 6 | -4 | . | 2
58 | O=C(COc1ccc(Br)cc1)NCC1COc2ccccc2O1 (stereo not given) | 5 | 4 | 0 | 6 | 2 | 15 | 1 | . | 6
59 | C[C@H](NC(=O)OCc1ccccc1)C(=O)NNC(=O)[C@H](C)NC(=O)OCc1ccccc1 | -5 | 4 | 7 | 8 | 0 | 1 | 2 | 5 | -1
60 | COC(=O)Cn1c(=O)sc2ccccc21 | 0 | -1 | 5 | -6 | 0 | 4 | -1 | -11 | 2
